High-throughput results as filed in PubChem.
CCR6 antag: CCR6 receptor antagonists, primary screen, cell-based, CHO-K1, luminescence, beta-arrestin, uHTS. C-C chemokine receptor type 6 (Homo sapiens), P51684. CHO-K1 CCR6 PathHunter beta-arrestin, CCL20-stimulated. inhibition, % at 20 µM. 340,000 compounds, 0.49% hits;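 active means compounds whose inhibition of the agonist-driven luminescence signal at 20 µM reaches about 50%, limit read from the data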;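 further: cells stimulated with CCL20 at 14 nM final; plate controls were DMSO with CCL20 for no effect and DMSO without agonist for full effect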
Target sequence (P51684 whole entry, looked up): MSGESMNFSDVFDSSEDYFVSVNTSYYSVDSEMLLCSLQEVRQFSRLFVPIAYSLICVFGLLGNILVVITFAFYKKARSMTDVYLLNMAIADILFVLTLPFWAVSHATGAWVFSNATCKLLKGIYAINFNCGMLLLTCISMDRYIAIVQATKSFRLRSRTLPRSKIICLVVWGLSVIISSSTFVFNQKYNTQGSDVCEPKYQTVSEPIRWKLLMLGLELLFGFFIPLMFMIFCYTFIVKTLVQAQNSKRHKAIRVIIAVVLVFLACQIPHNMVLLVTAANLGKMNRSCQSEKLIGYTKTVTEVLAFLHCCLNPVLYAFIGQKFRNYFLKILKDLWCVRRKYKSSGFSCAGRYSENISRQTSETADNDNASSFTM
EBI2 block: EBI2 receptor antagonists, beta-arrestin recruitment, primary screen, cell-based, luminescence, 7a,25-OHC stimulation, uHTS | G-protein coupled receptor 183 (Homo sapiens), P32249 | 7a,25-OHC stimulated | inhibition, % at 5 µM | 360,000 compounds, 0.81% hits | AID 651636, 2012; in the data active means inhibition above about 38%;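 further: enzyme fragment complementation signal reports receptor beta-arrestin coupling in cells; 0% = agonist plus DMSO wells and 100% = wells without agonist; some results beyond the cut were filed as inactive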
Target sequence (P32249 whole entry, looked up, the tested form may be a part): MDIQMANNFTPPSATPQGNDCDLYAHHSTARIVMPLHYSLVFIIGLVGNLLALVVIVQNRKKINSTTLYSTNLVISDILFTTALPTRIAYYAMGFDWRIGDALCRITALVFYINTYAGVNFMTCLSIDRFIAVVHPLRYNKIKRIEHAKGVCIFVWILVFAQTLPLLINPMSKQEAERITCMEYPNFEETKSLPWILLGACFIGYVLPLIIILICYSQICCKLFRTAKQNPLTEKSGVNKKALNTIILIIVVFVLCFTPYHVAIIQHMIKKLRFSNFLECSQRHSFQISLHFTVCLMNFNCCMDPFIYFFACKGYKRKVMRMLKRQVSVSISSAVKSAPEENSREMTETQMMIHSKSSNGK
CXCR6 block: CXCR6 receptor inhibitors, primary screen, cell-based, beta-arrestin, luminescence, CHO-K1 PathHunter, 1536-well; inhibition, % at 20 µM; 360,000 compounds, 0.36% hits; AID 602244, 2012; in the data active means inhibition above about 34%, passing the limit was not always enough;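 further: antagonist mode with CXCL16 agonist at 10 nM final; 0% = 10 nM CXCL16 with DMSO and 100% = unstimulated wells without agonist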
Target sequence (O00574 whole entry, looked up): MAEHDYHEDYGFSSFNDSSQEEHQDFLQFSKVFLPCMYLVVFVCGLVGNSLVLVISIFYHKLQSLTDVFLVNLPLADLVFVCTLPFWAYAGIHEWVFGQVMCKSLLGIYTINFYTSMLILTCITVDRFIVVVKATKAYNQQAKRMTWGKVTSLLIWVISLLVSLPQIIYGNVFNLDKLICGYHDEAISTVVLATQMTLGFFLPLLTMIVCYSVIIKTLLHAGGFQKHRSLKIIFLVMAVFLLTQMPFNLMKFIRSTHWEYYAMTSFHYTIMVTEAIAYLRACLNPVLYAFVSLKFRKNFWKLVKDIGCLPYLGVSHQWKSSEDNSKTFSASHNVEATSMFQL
* hit, by the source's call.

SMILES	CCR6 antag	EBI2 block	CXCR6 block
Cc1ccc(C2=NN(S(=O)(=O)c3ccccc3)C(c3ccccc3O)C2)cc1 (configuration not stated)	1.8	-5.6	1.5
N#C/C(=N/Nc1ccc([N+](=O)[O-])cc1)C(=N)N1CCCCC1	37.2	5.9	24.5
COc1cc(C2C3=C(COC3=O)Oc3cc4c(cc32)OCO4)cc(OC)c1O (configuration not stated)	0.9	-23.0	-4.9
CCN1CCN(c2ccc(NC(=O)c3ccc([N+](=O)[O-])o3)cc2Cl)CC1	-7.1	-6.7	-4.7
O=C(NNC(=O)c1ccc(Cl)cc1Cl)c1ccc2ccccc2c1	12.1	40.7	-11.2
COc1cc(NC(=O)SC2=NCCS2)cc(OC)c1	-3.2	9.5	-2.6
Cc1ccc2c(c1)C(O)(c1c(C)[nH]c3ccccc13)C(=O)N2 (configuration not stated)	25.4	-14.1	-4.6
COc1ccccc1NC(=O)c1cc2cc(Br)ccc2cc1O	-27.1	-6.4	-2.8
C=C(C1=CCN(S(=O)(=O)C(C)(C)C)[C@@H]1CCO)c1ccccc1	1.1	2.1	-1.9
COc1cc(/C=C2\SC(=S)N(CC(=O)NC(C)(C)C)C2=O)cc(OC)c1OC	-0.3	-13.2	0.2
CCN(C(=O)CSc1nc2ccccc2n1CC(C)C)c1c(N)n(Cc2ccccc2)c(=O)[nH]c1=O	2.7	-9.7	9.1
COc1ccc(CCNC(=O)c2ccc(-c3ccc([N+](=O)[O-])cc3)o2)cc1OC	-10.6	1.7	-4.8
CCOC(=O)CCC(=O)O[C@H]1[C@H](O[C@@H]2[C@@H](C)[C@H](O[C@H]3C[C@@](C)(OC)[C@@H](O)[C@H](C)O3)[C@@H](C)C(=O)O[C@H](CC)[C@@](C)(O)[C@H](O)[C@@H](C)C(=O)[C@H](C)C[C@@]2(C)O)O[C@H](C)C[C@@H]1N(C)C	7.7	-5.1	8.0
CC[C@H]1C=C[C@@H](C(C(=O)OC)C(=O)OC)CN1C(C)=O	-8.9	-9.3	-6.8
Cc1ccccc1N=Nc1ccc(O)c2ncccc12	47.9	7.6	14.0
CCC(=O)n1nc(-c2ccc(OC)cc2)nc1NCc1cccs1	-0.8	0.6	-6.9
Cc1ccc(-n2nc(C)c3c2C(Br)C(C)(C)CC3=O)nc1 (configuration not stated)	10.9	0.9	-5.7
CN(C(=O)c1ccc(NC(=O)Cc2ccc(NC(=O)C3CCN(C(=O)C4CCCC4)CC3)cc2)cc1)C1CCCC1	-4.0	-5.3	2.1
CNC(=S)N1C2CCCC1CC(NC(=O)c1ccc(C)cc1)C2 (configuration not stated)	12.7	-12.9	1.0
CCn1c(O)c(/C=N/NC(=O)c2ccncc2)c(=O)n(CC)c1=S	16.0	2.3	-7.9
CC(C)(C)NCC(=Cc1ccccc1)C(=O)c1ccccc1	25.5	6.9	9.7
COCCNCc1cc(C)n(-c2cc(S(=O)(=O)N3CCOCC3)ccc2N2CCCC2)c1C	5.5	-4.0	4.8
Cc1ccc(-c2nc3c(c(=O)[nH]c(=O)n3Cc3ccccc3)n2C)o1	27.8	9.5	17.1
Cc1ccc(NS(=O)(=O)c2ccc3oc(=O)ccc3c2)cc1Cl	-0.7	-7.5	2.9
N#CC(CCc1ccccn1)c1ccccc1 (configuration not stated)	9.5	-4.4	3.4
Cc1nc2nc(C)n(CCN3CCOCC3)c(=O)c2c(-c2cccc([N+](=O)[O-])c2)c1C(=O)CCCCCCCCCCN1CCC(c2ccccc2)(c2ccccc2)CC1	26.5	7.5	9.7
C=CCn1c(=O)[nH]c(=O)c2c(N)c(C(=O)c3ccc(OC)cc3)sc21	5.8	-1.8	-3.0
CC(NCCN(C)C)C1CCC2C3CCc4cc(O)ccc4C3CCC12C (configuration not stated)	18.7	10.8	-3.5
Nc1ccc(CCc2ccccn2)cc1	2.3	6.2	4.4
CCCN1CCC(=O)NC1=S	-8.2	-0.5	-4.2
O=C(NC1CCCCC1c1ccccc1)c1ccccc1 (configuration not stated)	6.4	4.7	6.7
CC(=O)Nc1ccc(S(=O)(=O)N2CCc3ccccc3C2)cc1	16.8	-5.8	-7.6
CC(C)CN1CC(C)C(=O)N(c2ccccc2)C1=S (configuration not stated)	12.4	1.8	-2.9
CN(c1ccccc1)S(=O)(=O)c1cc(C(=O)Nc2ccccc2N2CCOCC2)ccc1Cl	11.7	11.5	8.2
CCOC(=O)C1(C(=O)OCC)COC(=O)C2(CC)OC21 (configuration not stated)	-5.1	-2.6	5.6
O=S(=O)(CCS(=O)(=O)c1ccccc1)c1ccccc1	1.0	-40.3	4.8
C=CCn1ccc(=O)nc1SC	-6.0	-0.3	-1.7
Cc1ccccc1NC(=O)c1cc(-c2ccco2)nc2ccccc12	8.4	0.0	8.5
CCOC(=O)/C=C1\SCC(=O)N1CC(O)CN1C(=O)CS/C1=C/C(=O)OCC (configuration not stated)	6.3	-8.8	6.8
NC(=S)n1[nH]c(-c2ccc([N+](=O)[O-])cc2)c(N=Nc2ccccc2[N+](=O)[O-])c1=O	45.4	21.2	20.6
N=c1oc2cc(O)ccc2cc1C(=O)Nc1nc2ccccc2s1	-52.0	-28.7	-34.3
Cc1cc(=O)oc2cc(O)cc(OCc3ccccc3)c12	1.2	0.9	-2.7
O=C(/C=C/c1ccc([N+](=O)[O-])cc1)Nc1cccc(C(=O)Nc2ccccc2C(=O)O)c1	-12.6	-4.2	1.4
CCOC(=O)c1c(SCCN2CCCCC2)n(-c2ccccc2)c(=S)n(-c2ccccc2)c1=O	99.3*	8.7	86.0*
CCOc1c(Cl)cc(CNc2ccc(N3CCCC3)cc2)cc1OC	9.6	-3.9	-6.1
O=C(O)c1cccc(N2C(=O)/C(=C/c3ccc(SCc4ccc(Cl)cc4)o3)SC2=S)c1	-6.7	6.1	5.0
OC(CCCN1CCCCC1)(c1ccccc1)c1ccccc1	12.0	0.1	4.0
Cc1ccc(C)c(S(=O)(=O)N(C)c2ccc(OC(=O)C3CCN(C(=O)Nc4ccccc4)CC3)cc2)c1	8.9	3.5	-8.0
Cc1ccc(CC2(OCCN(C)C)CCC(C(C)(C)C)CC2)cc1 (configuration not stated)	8.7	-17.5	-20.9
CN(CC(=O)Nc1ccccc1Br)C(=O)c1ccccc1Sc1ccccc1C#N	-2.1	3.5	-1.0
O=C(Oc1cc(=O)n2ccccc2n1)c1ccccc1	-16.6	-5.8	-5.6
O=c1c2ccccc2nc(/C=C/c2ccc3c(c2)OCO3)n1CCCO	10.0	7.0	-6.3
C=CCn1c(SCC(=O)Nc2ccc(-c3nc4ccc(C)cc4s3)cc2)nnc1-c1ccccc1	-21.6	-79.2	1.2
COc1ccc(-c2nnc(SCC(=O)c3ccc(C)o3)o2)cc1	4.8	2.1	-5.1
CC(OC(=O)c1cccc(S(=O)(=O)N(C)C)c1)C(=O)NCC(=O)Nc1ccc(F)c(F)c1F (configuration not stated)	4.3	-9.6	3.9
CC(NS(=O)(=O)c1cccc(C(=O)N(C)Cc2ccc(N3CCOCC3)cc2)c1)c1ccccc1 (configuration not stated)	12.4	-3.8	1.1
COc1ccc(C(CNC(=O)c2ccc(S(=O)(=O)Nc3ccccc3OC)cc2)N2CCCC2)cc1 (configuration not stated)	16.4	5.1	2.6
C=C(c1cn(C(C)=O)c2ccccc12)c1cn(C(C)=O)c2ccccc12	6.3	13.1	1.7
CCN(C(=O)COC(=O)/C(C#N)=C/c1cc(C)n(CCOC)c1C)c1c(N)n(Cc2ccccc2)c(=O)[nH]c1=O	12.9	-6.6	0.5
Cc1sc2ncnc(NCC3COc4ccccc4O3)c2c1C (configuration not stated)	-13.4	-10.4	-5.2

Full records, quoted from the list.
Record of CCN1CCN(c2ccc(NC(=O)c3ccc([N+](=O)[O-])o3)cc2Cl)CC1 : CCR6 antag = -7.1; EBI2 block = -6.7; CXCR6 block = -4.7
Record of CC(=O)Nc1ccc(S(=O)(=O)N2CCc3ccccc3C2)cc1 : CCR6 antag = 16.8; EBI2 block = -5.8; CXCR6 block = -7.6
Record of Cc1nc2nc(C)n(CCN3CCOCC3)c(=O)c2c(-c2cccc([N+](=O)[O-])c2)c1C(=O)CCCCCCCCCCN1CCC(c2ccccc2)(c2ccccc2)CC1 : CCR6 antag = 26.5; EBI2 block = 7.5; CXCR6 block = 9.7

Next compounds follow:
SMILES	CCR6 antag	EBI2 block	CXCR6 block
CC(=O)OCC(=O)C1(O)CCC2C3CCC4=CC(=O)CCC4(C)C3C(O)CC21C (configuration not stated)	2.6	8.3	-1.2
CS(=O)(=O)C1=NSC2=NC(=O)/C(=C\c3cccn3-c3ccc(Cl)cc3)C(=N)N21	15.6	-4.7	8.8
O=C(NCCOC(=O)c1c(F)cccc1Cl)c1c(F)cccc1Cl	13.4	-5.3	11.4
COc1ccc2c(=O)cc(-c3ccncc3)oc2c1OC	6.7	5.9	-6.4
COC1=CC(=O)C(C2CC(=O)c3c(O)cc(O)cc3O2)=CC1=O (configuration not stated)	43.6	-23.2	22.7
CC1CN(c2ccc(Oc3ccccc3)cc2)c2nc3c(c(=O)[nH]c(=O)n3C)n2C1 (configuration not stated)	-14.5	-0.4	-1.3
CCOC(=O)N/N=C/c1ccc(Oc2ccccc2)cc1	2.6	-1.9	2.2
O=C(NCCN1CCN(c2ccccc2)CC1)C1CCN(S(=O)(=O)c2cccs2)CC1	13.2	-0.9	3.7
O=C(NC(C(=O)c1ccccc1)c1ccccc1)c1ccccc1 (configuration not stated)	16.2	2.2	4.7
Cc1[nH][nH]c(=O)c1C(c1c(C)[nH][nH]c1=O)c1cn(C)c2ccccc12	1.4	11.2	5.4
Cc1ccc(CN2CC(C(=O)NCCCn3nc(C)cc3C)CC2=O)cc1 (configuration not stated)	7.5	-2.4	-0.6
CCCCc1nc2ccccc2c(=O)n1NC(=O)c1c(O)c2c(n(CC(C)C)c1=O)CCCC2	1.7	17.8	11.1
O=C(c1noc2c1CCCCC2)N1CCN(C(c2ccccc2)c2ccccc2)CC1	16.7	21.4	17.3
COc1ccn(C2CCCCO2)c(=O)n1 (configuration not stated)	3.9	-10.8	3.3
CC1CC2C3CCC4=CC(=O)CCC4(C)C3CCC2(C)C1(O)C(=O)CO (configuration not stated)	0.3	8.6	-2.2
CCN(C(=O)COC(=O)C1CCC(C(C)(C)C)CC1)c1c(N)n(Cc2ccccc2)c(=O)[nH]c1=O (configuration not stated)	11.6	-3.3	20.2
CSc1nc2c([nH]1)c(=S)n(C)c(=O)n2C	5.6	1.1	10.4
O=C(O)Cc1sc(=O)[nH]c1O	-9.6	0.4	3.7
Cc1nc(-c2ccc(NC(=O)c3ccccc3C)cc2)cs1	11.1	-0.1	-6.2
CC(SC(C)C(=O)NN=Cc1ccc(F)cc1)C(=O)NN=Cc1ccc(F)cc1 (configuration not stated)	3.5	-7.3	-10.8

Among those listed so far, these contain a cyano group.
SMILES	CCR6 antag	EBI2 block	CXCR6 block
N#C/C(=N/Nc1ccc([N+](=O)[O-])cc1)C(=N)N1CCCCC1	37.2	5.9	24.5
N#CC(CCc1ccccn1)c1ccccc1 (configuration not stated)	9.5	-4.4	3.4
CN(CC(=O)Nc1ccccc1Br)C(=O)c1ccccc1Sc1ccccc1C#N	-2.1	3.5	-1.0
CCN(C(=O)COC(=O)/C(C#N)=C/c1cc(C)n(CCOC)c1C)c1c(N)n(Cc2ccccc2)c(=O)[nH]c1=O	12.9	-6.6	0.5

Back to the main list with the 2 entries that preceded the break.
SMILES	CCR6 antag	EBI2 block	CXCR6 block
Cc1nc(-c2ccc(NC(=O)c3ccccc3C)cc2)cs1	11.1	-0.1	-6.2
CC(SC(C)C(=O)NN=Cc1ccc(F)cc1)C(=O)NN=Cc1ccc(F)cc1 (configuration not stated)	3.5	-7.3	-10.8
COc1ccc(C(=O)Nc2ccccc2-c2nnn(CC(N)=O)n2)cc1	-2.0	3.8	2.5
Fc1cccc(-c2ncc(-c3ccccc3)o2)c1	1.8	6.0	-1.9
CCOc1cccc2cc(-c3nnc(NCc4ccc5c(c4)OCO5)s3)c(=O)oc12	-9.4	6.7	-2.4
Nc1nc(SCc2ccccc2)c2ncn(CCO)c2n1	5.6	-0.2	-1.0
CCCOC(=O)Cn1c(=O)c2cc3c(=O)n(CC(=O)OCCC)c(=O)c3cc2c1=O	-14.0	-5.3	-3.6
O=C(O)c1cccc2c1Cc1cc(Cl)ccc1-2	-4.2	-2.3	-6.7
COC(=O)[C@H]1[C@H](CCc2ccccc2)NC(=O)N(Cc2ccccc2)[C@@H]1C	14.3	-2.0	4.0
COc1ccc(C)c2sc(N(CCCN(C)C)C(=O)c3ccc(S(=O)(=O)N4CCc5ccccc5C4)cc3)nc12	21.5	-16.0	19.3
CCSc1ccc(-c2nn(-c3ccccc3)cc2/C=C(/C#N)C(=O)NC)cc1	4.3	-4.9	-4.3
CC(=NO)C1CCC2C3CCC4=CC(=NO)CCC4(C)C3C(O)CC12C (configuration not stated)	57.4*	4.8	44.2*
O=P1(NC2CCCC2)OCC2(CO1)COP(=O)(NC1CCCC1)OC2 (configuration not stated)	9.8	-6.2	0.0
CN(C)c1ccc(/C=C/C(=O)c2cc(Cl)ccc2O)cc1	43.7	12.3	6.7
CC(=O)C1(C)C(=O)N(c2ccc(C)cc2)C(=O)N1c1ccc(C)cc1 (configuration not stated)	13.1	-4.2	0.5

The list is partial; rates above refer to the full screens.
